GPR35 antagonists: GPR35 antagonists blocking zaprinast-driven arrestin recruitment, primary screen, imaging, U2OS, beta-arrestin-GFP, zaprinast agonist (AID 2058); 0.052% of 290,000 active; U2OS GPR35 beta-arrestin-GFP translocation imaging, zaprinast antagonism; higher % means a stronger effect; one-dose inhibition, % at 10 µM; IC50 in µM for titrated hits;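 active means inhibition of at least 50% with at least 30 cells and total cytoplasm GFP at most 10,000,000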
NOD1 inhibition: NOD1 signaling inhibitors, primary screen, cell-based, luminescence, uHTS (AID 1578); NOD1-driven NF-kB luciferase reporter cells, luminescence; higher % means a stronger effect; one-dose inhibition, % at 4 µM; EC50 in µM for titrated hits; 1% of 290,000 active; in the data active means inhibition mostly above about 36%, no sharp cut-off; inactive means mostly below about 34%;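 further: HEK-293T reporter cells stimulated with the NOD1 agonist gamma-tri-DAP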
K1F lysis inhibition: inhibition of K1F phage lysis, E. coli UTI89, bacterial capsule biogenesis inhibitors, alamar blue (AID 488966) | 0.02% of 340,000 active | E. coli UTI89 K1F phage lysis, alamar blue, 2 h; higher % means a stronger effect | inhibition, % at 100 µM; hits with a dose series show IC50 in µM;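 active means phage lysis inhibition, versus mean bacterial control, above a set limit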;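 further: capsule biogenesis inhibitors block K1F phage lysis so surviving cells raise fluorescence; higher fluorescence means more inhibition of phage lysis; actives were called in the ten point dose series up to 300 µM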
KOR beta-arrestin-1: KOR antagonists, beta-arrestin recruitment, cell-based, luminescence, uHTS (AID 1778). Kappa-type opioid receptor (Homo sapiens). KOR beta-arrestin recruitment, luminescence, antagonist mode; higher % means a stronger effect. one-dose inhibition, % at 10 µM; IC50 in µM for titrated hits. 0.091% of 290,000 active; in the data active means inhibition above about 50%; further: strong numbers were not always called active
GPR55 beta-arrestin: GPR55 agonists via beta-arrestin recruitment, primary screen, imaging, U2OS cells, beta-arrestin-GFP redistribution (AID 1961); 0.048% of 290,000 active; activation, % at 10 µM; hits with a dose series show EC50 in µM; U2OS GPR55 beta-arrestin-GFP redistribution imaging; higher % means a stronger effect; G-protein coupled receptor 55 (Homo sapiens);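 active means activation above 40% with more than 50 cells counted in the well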;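 further: U2OS osteosarcoma cells stably expressing GPR55 and beta-arrestin-GFP; plate controls were DMSO negative control for no effect and LPI positive control for full effect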
MgcRacGAP inhibition: MgcRacGAP GTPase-activating activity inhibitors, confirmation, biochemical, ADP Hunter fluorescence; inhibition, % at 30 µM, or IC50 in µM where a hit was titrated; MgcRacGAP-stimulated Rac1 GTP hydrolysis, ADP Hunter fluorescence; higher % means a stronger effect; GST-tagged Rac1 F28L mutant substrate; AID 624330, 2012; Rac GTPase-activating protein 1 (Homo sapiens); 0.6% of 340,000 active;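 active means first-screen hits whose inhibition reached a set limit at any dose in the follow-up dose series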;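 further: fluorescence reports GDP produced by GAP-driven GTP hydrolysis; strong numbers were not always called active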
KOR beta-arrestin-2: KOR agonists, beta-arrestin recruitment, primary screen, cell-based, luminescence, uHTS (AID 1777); Kappa-type opioid receptor (Homo sapiens); KOR beta-arrestin recruitment, luminescence; higher % means a stronger effect; one-dose activation, % at 10 µM; EC50 in µM for titrated hits; 0.02% of 280,000 active; in the data active means activation above about 50%, passing the limit was not always enough; further: a part of the inactive calls stands beside numbers as strong as those of hits
NTR1 agonist: agonists of NTR1, primary screen, imaging, U2OS cells, beta-arrestin-GFP, high content (AID 493036) | activation, % at 20 µM | NTR1-U2OS beta-arrestin-GFP spot imaging, agonist mode | Neurotensin receptor type 1 (Homo sapiens), P30989 | 0.17% of 330,000 active;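 active means activation at or above 40% of the spot to cytoplasm intensity ratio, with at least 20 cells analyzed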;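 further: 0% = DMSO without peptide and 100% = 100 nM NTR1 peptide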
Target sequence (P30989 whole entry, looked up): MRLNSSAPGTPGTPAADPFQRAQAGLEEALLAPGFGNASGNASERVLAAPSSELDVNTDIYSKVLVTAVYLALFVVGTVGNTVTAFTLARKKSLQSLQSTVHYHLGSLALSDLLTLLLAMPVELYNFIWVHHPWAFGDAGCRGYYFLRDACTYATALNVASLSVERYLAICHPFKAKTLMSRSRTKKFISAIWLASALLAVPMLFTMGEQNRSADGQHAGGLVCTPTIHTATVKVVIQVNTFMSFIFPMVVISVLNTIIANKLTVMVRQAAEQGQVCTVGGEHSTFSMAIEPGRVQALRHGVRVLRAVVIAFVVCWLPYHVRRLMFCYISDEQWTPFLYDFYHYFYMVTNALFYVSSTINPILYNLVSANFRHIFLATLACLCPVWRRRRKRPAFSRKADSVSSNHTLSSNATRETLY
GPR55 LPI antagonism: GPR55 antagonists blocking LPI-driven arrestin recruitment, primary screen, imaging, U2OS, beta-arrestin-GFP, LPI agonist (AID 2013); one-dose inhibition, % at 10 µM; IC50 in µM for titrated hits; U2OS GPR55 beta-arrestin-GFP translocation imaging, LPI antagonism; higher % means a stronger effect; 0.13% of 290,000 active; G-protein coupled receptor 55 (Homo sapiens);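 active means spots per cell inhibited over 60%, with over 100 cells counted and total cytoplasm intensity under 500,000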;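 further: U2OS cells stably carrying GPR55 and arrestin-GFP stimulated by 5 µM LPI near EC80; imaged beta-arrestin-GFP aggregate spots per cell after agonist stimulation; plate controls were LPI-stimulated DMSO wells for no effect and DMSO wells without LPI for full effect; some results filed as inactive read as strong as hits; confirmed hits need IC50 under 10 µM and bright autofluorescent wells are also inconclusive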
NTR1 agonist cell count 20 µM: further read-out of NTR1 agonist, marked with its call; cell count; measured here: cell count, cytotoxicity flag
The depositor's hits bear a star; . = no result given; [ ] = dose if it differs, or a comment. The list is partial. The share of hits here may be higher or lower than overall.

SMILES,NTR1 agonist,KOR beta-arrestin-2,GPR55 LPI antagonism,NTR1 agonist cell count 20 µM,MgcRacGAP inhibition,KOR beta-arrestin-1,K1F lysis inhibition,GPR55 beta-arrestin,NOD1 inhibition,GPR35 antagonists
CCc1nc(SCC(=O)c2ccc3c(c2)OCCO3)c2ccccc2n1,22,-4.4%,-5%,77,4%,9%,-0.6%,-0.4%,-9%,7%
O=C(O)CCn1[nH]c(=O)ccc1=O,-1.4,-2.4%,5%,56,9%,18%,1.6%,0.5%,-18%,8%
Cn1c(=O)[nH]c(=O)c2c1nc(CN1CCN(c3ccc(F)cc3)CC1)n2CCCc1ccccc1,10,0.3%,18%,47,-2%,-23%,7.5%,0.2%,-8%,-4%
CC1CC(OCC(O)C[N+]2(C)CCOCC2)CC(C)(C)C1 (stereo not given),-1.2,-3.1%,12%,87,7%,8%,0.3%,0.1%,4%,12%
Cc1cc(C)n(-c2ccc(C(=O)OCC(=O)Nc3ccc([N+](=O)[O-])cc3)cc2)n1,-1.3,-3.6%,3%,59,-2%,25%,1.0%,0.0%,2%,0%
N#Cc1ccc(C(=O)NC23CC4CC(CC(C4)C2)C3)cc1,-0.7,-4.7%,-1%,54,7%,18%,0.0%,-0.1%,1%,5%
O=C(Nc1ccc(Br)cc1)c1cnccn1,0.2,8.7%,-14%,65,3%,11%,1.8%[50 µM],0.1%,-24%,8%
CCOC(=O)c1cc(CC)sc1NC(=O)CSc1nc2ccccc2c(=O)n1Cc1ccco1,0.2,-5.5%,11%,40,5%,22%,2.8%[50 µM],-0.3%,-4%,-10%
COc1cccc(SCC2(O)CCN(C(=O)c3ccc(Cl)cc3)CC2)c1,0.5,0.2%,-5%,27,8%,-33%[20 µM],-0.1%,-0.1%,-28%,1%
COc1ccc(C(=O)N/C(=C\c2ccco2)C(=O)NCCN2CCOCC2)cc1,-0.1,-1.9%,0%,42,-1%,-15%,0.2%,-0.4%,-5%,19%
Cn1ccnc1SCC(=O)N(C1CCCCC1)C1CCCCC1,-0.2,7.8%,-1%,63,7%,-15%,6.7%,0.2%,-7%,0%
c1csc(-c2nc(NCCCN3CCOCC3)c3ccccc3n2)c1,-1.1,-2.4%,4%,34,14%,0%,0.1%,-0.2%,-12%,-11%
CC(C)CC(=O)NC1(C(F)(F)F)NC(=O)N(c2ccccc2)C1=O (stereo not given),1.2,-0.7%,4%,70,-3%,-20%[20 µM],0.5%,0.3%,-3%,0%
CCOC(=O)Cc1csc(N/N=C\c2ccc(N(C)C)cc2)n1,1.5,-0.4%,1%,46,13%,0%,3.1%[50 µM],-0.1%,-5%,9%
COCn1c(COc2ccccc2)nc2ccccc21,-1.2,-0.6%,7%,75,5%,5%,0.6%,0.5%,-39%,6%
COc1ccccc1-c1cc(C(=O)N/N=C/C=C/c2ccccc2[N+](=O)[O-])c2ccccc2n1,-1.9,-0.4%,6%,75,-2%,-15%,1.1%,0.0%,37%,-7%
CC(C)c1nc(C#N)c(NN)o1,-0.3,3.4%,15%,47,-4%,18%,-0.3%,0.0%,-2%,-1%
CCOC(=O)CSc1ncnc2c1cnn2-c1ccc(C)cc1,5.1,-1.0%,3%,44,7%,22%,-0.7%,0.0%,-7%,0%
COCCN(C(=S)Nc1ccc(C)cc1C)C(C)c1ccco1 (stereo not given),1.8,-5.0%,21%,60,10%,15%,0.1%,0.6%,-20%,4%
C[C@H](N)c1nnc(SCc2ccc(Cl)cc2Cl)o1,0.9,-3.4%,2%,74,10%,-21%,0.5%,-0.2%,2%,8%

Following part:
SMILES,NTR1 agonist,KOR beta-arrestin-2,GPR55 LPI antagonism,NTR1 agonist cell count 20 µM,MgcRacGAP inhibition,KOR beta-arrestin-1,K1F lysis inhibition,GPR55 beta-arrestin,NOD1 inhibition,GPR35 antagonists
COc1ccc(-c2ccc(C#N)c(SCC(=O)Nc3sc4c(c3C#N)CCC4)n2)cc1,4.0,-2.3%,-10%,53,7%,15%,0.9%,0.3%,11%,-4%
C/C(=N/NS(=O)(=O)c1ccc(C)cc1)c1ccc(NC(=O)C(F)(F)F)cc1,-1.4,-1.2%,9%,67,12%,8%,0.7%[50 µM],0.0%,-2%,2%
O=C(CCC(=O)c1ccccc1)NCCOc1ccccc1,-1.3,-6.7%,2%,69,-2%,-14%[20 µM],0.4%,-0.1%,-16%,2%
CCC(C)(C)NC(=O)C(c1ccc(C)cc1)N(CC1CCCO1)C(=O)c1csnn1 (stereo not given),3.0,-5.4%,15%,41,7%,-2%,-0.1%,-0.2%,-3%,-5%
CC(C(=O)NCc1cccnc1)c1ccc([N+](=O)[O-])cc1 (stereo not given),-0.9,-0.1%,7%,57,-6%,17%,-0.7%,0.0%,-13%,3%
Cc1nn(Cc2ccc(Cl)cc2Cl)c(C)c1NC(=O)NC12CC3CC(CC(C3)C1)C2,7.3,3.5%,28%,75,3%,-32%,8.7%,-0.1%,2%,-2%
c1ccc(-c2noc(-c3cccnc3)n2)nc1,-1.7,-1.1%,2%,74,3%,23%,0.0%,-0.2%,-11%,-5%
Cc1nnsc1C(=O)NC1CCCCC1,1.7,-3.0%,24%,43,3%,5%,1.6%,-0.1%,4%,-5%
COc1ccc(C(=O)CN2C(=O)NC3(CCCCCC3)C2=O)cc1,0.5,0.8%,11%,54,2%,4%,-0.2%[50 µM],-0.1%,-30%,-6%
O=C1C=CN(Cc2ccccc2)CC1,3.2,2.9%,21%,88,4%,12%,0.9%,0.7%,0%,-4%
CCc1nc(SCC(=O)NNC(=O)C2CCCCC2)c2ccccc2n1,6.8,2.1%,4%,80,5%,26%,2.2%,0.2%,18%,33%
COc1ccc(C2=NS(=O)(=O)N(C)C(C(=O)NC3CCCCC3)=C2)cc1OC,-0.2,1.4%,-2%,87,2%,10%[20 µM],9.6%,-0.1%,-2%,-23%
COc1ccc(-n2c(Cc3cccn3C)nnc2SCC(=O)Nc2cccc(Cl)c2)cc1,2.4,0.1%,6%,61,-5%,-7%,-4.3%,-0.3%,.,1%
Cc1onc(C(=O)Nc2cccnc2Cl)c1[N+](=O)[O-],-0.7,2.2%,-19%,88,8%,-29%,-0.2%,0.6%,17%,-2%
COc1cccc(NC(=O)c2cc3ccccc3oc2=O)c1,1.1,-2.1%,-13%,49,0%,-37%[20 µM],0.2%,-0.3%,-70%,2%
CCCC(=O)NC(NC(=S)Nc1ccc(N=Nc2ccccc2)cc1)C(Cl)(Cl)Cl (stereo not given),18,-4.7%,0%,41,8%,34%,2.8%[50 µM],-0.2%,41%,-4%
COc1ccccc1Oc1ccc(S(=O)(=O)N2CCOCC2)cc1S(=O)(=O)N1CCOCC1,-0.4,2.7%,-12%,34,12%,3%,0.3%,-0.1%,-43%,-2%
Cc1cc(C(=O)OCC(=O)N(C)C2CCS(=O)(=O)C2)c(C)n1-c1ccccc1 (stereo not given),-1.6,0.7%,10%,39,3%,21%,0.3%,-0.3%,-11%,-1%
O=C(NC(=O)N1CCN(c2ccc([N+](=O)[O-])cn2)CC1)c1ccccc1F,0.7,3.0%,8%,52,.,21%,.,0.2%,1%,5%
CN1CCN(C(=O)CSc2nc(-c3ccco3)cc(C(F)(F)F)n2)CC1,-1.8,1.8%,5%,42,3%,-17%,-0.7%,0.5%,-23%,-12%

Next section; it opens with the two that closed the last part.
SMILES,NTR1 agonist,KOR beta-arrestin-2,GPR55 LPI antagonism,NTR1 agonist cell count 20 µM,MgcRacGAP inhibition,KOR beta-arrestin-1,K1F lysis inhibition,GPR55 beta-arrestin,NOD1 inhibition,GPR35 antagonists
O=C(NC(=O)N1CCN(c2ccc([N+](=O)[O-])cn2)CC1)c1ccccc1F,0.7,3.0%,8%,52,.,21%,.,0.2%,1%,5%
CN1CCN(C(=O)CSc2nc(-c3ccco3)cc(C(F)(F)F)n2)CC1,-1.8,1.8%,5%,42,3%,-17%,-0.7%,0.5%,-23%,-12%
CC(C)(C)N(Cc1ccccc1)C(=O)CSc1ncn[nH]1,0.1,-1.4%,11%,56,4%,-32%,0.2%,-0.2%,-6%,-2%
CSc1nc(C2CC2)cc(-c2cccs2)c1C#N,10,0.0%,-6%,49,4%,-22%,0.3%,0.5%,.,19%
CC(C)(C)c1ccc(NC(=O)N2CCCN(c3c(Cl)cncc3Cl)CC2)cc1,4.4,-3.4%,11%,59,10%,1%,0.1%,0.5%,-11%,9%
COc1ccccc1NC(=O)C(=O)N/N=C(\C)CC(=O)Nc1ccccn1,-1.0,.,0%,90,5%,-33%[20 µM],0.3%,0.2%,-26%,10%
COc1ccc(Cn2nnnc2C(c2cc3cccc(C)c3[nH]c2=O)N2CCOCC2)cc1 (stereo not given),3.3,-0.4%,30%,54,9%,-12%,5.0%,0.2%,-18%,16%
COc1ccccc1CN1CCCC(C(=O)N(C)Cc2ccccc2)C1 (stereo not given),.,1.2%,-6%,.,31%,-18%,0.3%,1.0%,-3%,-9%

Just MgcRacGAP inhibition (4 entries from above):
mol | MgcRacGAP inhibition
COc1ccccc1CN1CCCC(C(=O)N(C)Cc2ccccc2)C1 (stereo not given) | 31%
CSc1nc(C2CC2)cc(-c2cccs2)c1C#N | 4%
COc1ccccc1NC(=O)C(=O)N/N=C(\C)CC(=O)Nc1ccccn1 | 5%
CC(C)(C)c1ccc(NC(=O)N2CCCN(c3c(Cl)cncc3Cl)CC2)cc1 | 10%
